Source: PubChem BioAssay
RPL19A TOR yeast: alters RPL19A-GFP fluorescence in TOR pathway yeast screen; S. cerevisiae RPL19A-GFP strain, flow cytometry, 3 h; stronger effect = lower value; percent response vs DMSO, % at 10 µM; 330,000 tested, 0.3% active; AID 2025;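 active = percent response vs DMSO below 50%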;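 note: median channel GFP fluorescence of the barcoded RPL19A-GFP strain; ratio of sample median GFP to plate DMSO average so 100% = DMSO; lower means less RPL19A-GFP as with rapamycin TOR inhibition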
GASC-1 inh: blocks human GASC-1 demethylase activity. Q9H3R0. GST-JMJD2C(1-420) H3K9me3 demethylation, DELFIA europium. inhibition, % at 2.35 µM. 330,000 tested, 0.069% active. AID 2099;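 active = more than half of a compound's replicate wells show inhibition beyond 50%, single wells judged on their own value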;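 note: signal counts dimethyl H3K9 product captured on neutravidin plate; 0% = median of DMSO wells and 100% = 0.3 times that DMSO median; strong numbers were not always called active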
Target sequence (Q9H3R0 1-420 limits assumed): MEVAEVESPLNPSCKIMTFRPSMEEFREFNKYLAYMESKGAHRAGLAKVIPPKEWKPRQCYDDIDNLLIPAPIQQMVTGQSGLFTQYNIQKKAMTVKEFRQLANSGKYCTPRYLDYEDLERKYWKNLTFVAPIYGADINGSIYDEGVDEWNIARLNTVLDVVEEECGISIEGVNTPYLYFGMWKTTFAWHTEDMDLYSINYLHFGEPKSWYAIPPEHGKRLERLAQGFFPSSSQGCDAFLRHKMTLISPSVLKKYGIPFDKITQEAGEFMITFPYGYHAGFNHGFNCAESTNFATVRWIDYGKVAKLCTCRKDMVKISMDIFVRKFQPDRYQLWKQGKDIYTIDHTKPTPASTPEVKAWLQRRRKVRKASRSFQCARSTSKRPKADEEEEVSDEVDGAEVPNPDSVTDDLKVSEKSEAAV
proCasp7 act: activates human procaspase-7, counter-screen for procaspase-3 activators | P55210 | recombinant procaspase-7, Ac-DEVD-pNA absorbance 405 nm; D23A/D198A/D206A triple mutant, cannot self-cleave; scale: DMSO 0, 5 µM enzyme 100 | activation, % at 8.5 µM | 330,000 tested, 0.093% active | AID 463210;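 active = percent activation above the screen-wide mean plus 3 SD, cut at about 25% in these data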
Target sequence (P55210 whole entry D23A/D198A/D206A): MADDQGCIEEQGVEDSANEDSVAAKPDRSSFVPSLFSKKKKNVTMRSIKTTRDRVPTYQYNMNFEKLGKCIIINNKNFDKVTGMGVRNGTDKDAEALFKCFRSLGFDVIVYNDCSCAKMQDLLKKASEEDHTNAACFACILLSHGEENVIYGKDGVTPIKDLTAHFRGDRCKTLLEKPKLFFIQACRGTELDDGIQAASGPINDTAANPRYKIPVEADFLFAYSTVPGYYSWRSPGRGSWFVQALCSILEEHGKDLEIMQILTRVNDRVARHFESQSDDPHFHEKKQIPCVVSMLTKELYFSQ
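Assay system: Uncleavable procaspase-7 mutant enzyme | Input: 2 µM procaspase-7 mutant as dispensed | Timing: 1 h compound preincubation, 2 h substrate cleavage, 25 °C | Repeats: One well per compound | Control set: DMSO wells as 0%, DMSO with 5 µM added PC-7 as 100% | Technique: Epi-absorbance of released pNA at 405 nm, two timepoints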
MEP2-GFP yeast: alters MEP2-GFP fluorescence in TOR pathway yeast screen. S. cerevisiae MEP2-GFP strain, flow cytometry GFP, 3 h; 100% = DMSO control level. GFP response vs DMSO, % at 10 µM. AID 2016. 330,000 tested, 0.51% active;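 active = GFP response versus DMSO above a set limit, roughly screen mean plus 3 SD, cut at about 180% in these data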;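 note: median GFP fluorescence of the barcode-gated MEP2-GFP cells per well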
LAP4 TOR yeast: alters LAP4-GFP fluorescence in TOR pathway yeast screen | GFP response vs DMSO, % at 10 µM | S. cerevisiae LAP4-GFP multiplex, flow cytometry GFP, 3 h; median GFP as percent of DMSO wells | AID 2023 | 320,000 tested, 0.34% active;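 active = GFP response vs DMSO above a set limit, about the screen mean plus 3 SD, cut at about 150% in these data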
AHR activator: human AHR activation | P35869 | AHR-responsive luciferase reporter cells, luminescence | activation, % at 5 µM | 320,000 tested, 2.5% active; in the data active = activation above about 47%;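 note: 0% = vehicle wells and 100% = reference agonist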
proCasp3 act: activates human procaspase-3. P42574. recombinant procaspase-3 D3A, Ac-DEVD-pNA absorbance 405 nm. activation, % at 8.5 µM. 330,000 tested, 0.11% active;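 active = activation above the mean of all tested compounds plus 3 SD, cut at about 21% in these data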;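 note: 0% = DMSO alone and 100% = DMSO wells spiked with extra 5 µM PC-3 D3A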
Target sequence (P42574 whole entry D9A/D28A/D175A): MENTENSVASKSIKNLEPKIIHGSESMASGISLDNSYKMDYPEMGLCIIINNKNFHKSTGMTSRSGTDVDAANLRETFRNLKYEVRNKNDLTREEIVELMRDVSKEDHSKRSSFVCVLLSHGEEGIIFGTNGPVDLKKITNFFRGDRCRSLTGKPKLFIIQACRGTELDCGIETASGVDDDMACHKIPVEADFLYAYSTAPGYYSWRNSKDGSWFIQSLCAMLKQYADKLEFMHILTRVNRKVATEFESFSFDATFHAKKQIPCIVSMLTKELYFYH
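Test system: Procaspase-3 D3A mutant; medium: Zinc-free HEPES/NaCl buffer with 0.01% Triton X-100 at pH 7.4; reagent: DEVD-pNA substrate; doses: one concentration, 8.5 µM nominal, 0.8% DMSO; times: 1 h preincubation plus 2 h reaction at 25 °C; signal: Epi-absorbance at 405 nm of released p-nitroaniline, 0 and 120 min; replicates: singlicate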
Yeast superoxide: yeast age-related superoxide inhibition as caloric restriction mimetic; S. cerevisiae aged cells, superoxide DHE fluorescence; stronger effect = lower value; 330,000 tested, 0.18% active; superoxide response (% of plate mean), % at 10 µM;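 active = superoxide response under a set limit, about three screen SD below normal, cut at about 65% in these data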;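 note: yeast aged for seven days with compound at 30 °C before DHE staining; 100% = average MFI of all compound-treated wells on the plate with controls excluded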
Numbers without * were called inactive; · = not tested or not shown; & = joins results of further samples.

SMILES | RPL19A TOR yeast | GASC-1 inh | proCasp7 act | MEP2-GFP yeast | LAP4 TOR yeast | AHR activator | proCasp3 act | Yeast superoxide
O=C(CSc1ccc(Br)c2cccc(Cl)c12)Nc1ccc(S(=O)(=O)Nc2nccs2)cc1 | 96.2 | 37.2 | -5.0 | 94.4 | 100.7 | 5.1 | -9.2 | 100.6
COc1ccc(S(=O)(=O)N(CC(C)C)C2CCS(=O)(=O)C2)cc1OC (stereo unspecified) | 100.3 | -2.8 | 11.6 | 97.3 | 116.5 | 0.2 | 5.8 | 101.5
CC(=O)C(C)n1cnc2scc(-c3ccc(C)cc3)c2c1=O (stereo unspecified) | 102.9 | -2.4 | 5.9 | 104.5 | 98.7 | 6.6 | 1.1 | 103.9
Cc1cc2cc(C)c3nnc(SCC(=O)N4CCCc5ccccc54)n3c2cc1C | 97.1 | 9.2 | -0.7 | 97.0 | 101.1 | 0.1 | 0.0 | 103.1
CN(C)S(=O)(=O)c1ccc(NC(=O)N2CCOCC2)cc1 | 100.6 | -7.6 | -12.0 | 93.3 | 100.4 | 0.7 | -6.4 | 112.6
COc1ccc(CN(C)S(=O)(=O)c2nnc(NC(=O)c3ccccc3Br)s2)cc1 | 109.9 | -11.0 | -6.1 | 104.7 | 106.8 | 2.1 | 1.2 | 103.0
C/C(Cc1ccccc1)=N\NC(=O)CNC(=O)c1ccc(C(C)(C)C)cc1 | 105.3 | -7.4 | 7.5 | 101.0 | 90.5 | 2.0 | -3.1 | 84.6
O=C(COC(=O)c1n[nH]c(=O)c2ccccc12)c1ccccc1 | 100.0 | 2.1 | 5.0 | 108.3 | 102.2 | 1.2 | -1.0 | 99.2
CCN(CC)S(=O)(=O)c1ccc(NC(=O)CCC2CCCCC2)cc1 | 101.6 | 1.6 | 8.5 | 113.2 | 103.0 | 1.9 | 3.5 | 110.3
CC(=O)N[C@@H](Cc1c[nH]c2ccccc12)C(=O)OCC(=O)Nc1ccc(Cl)c(S(=O)(=O)N(C)C)c1 | 97.8 | 3.6 | 3.9 | 103.9 | 105.8 | 4.9 | -8.2 | 110.4
O=C(C1CCCO1)N1CCN(S(=O)(=O)c2ccc(Br)cc2)CC1 (stereo unspecified) | 105.0 | 2.7 | -2.3 | 107.7 | 94.4 | -8.0 | 0.2 | 126.1
Cc1ccc(C(=O)Nc2ccc(C(=O)N/N=C/c3ccc(C)o3)cc2)cc1 | 96.1 | 5.5 | -5.0 | 98.5 | 110.7 | 4.2 | -2.0 | 105.2
Cc1nnc(SCCOc2ccccc2)s1 | 85.3 | 5.8 | -2.2 | 97.0 | 145.8 | -3.0 | -1.3 | 102.1
O=C(Nc1ccc(Cl)c(Cl)c1)N1CCCCCC1 | 99.6 | 2.6 | -10.8 | 93.1 | 83.9 | 12.0 | 0.2 | 89.4
O=[N+]([O-])c1ccccc1-c1ccc(CN2CCN(c3ccccc3)CC2)o1 | 100.4 | -1.7 | -6.5 | 107.1 | 96.9 | 6.6 | 5.0 | 95.8
Cc1ccc(NC2=CC(=O)CC(c3ccc(Cl)cc3)C2)cc1 (stereo unspecified) | 101.9 | 1.8 | -18.7 | 106.5 | 86.7 | 13.7 | 3.1 | 98.0
COc1ccccc1N1CCN(S(=O)(=O)CCNC(=O)C2CCCCC2)CC1 | 97.7 | 0.0 | 9.0 | 100.4 | 97.2 | 2.0 | 1.3 | 103.9
O=C(NCc1cccs1)C1CCCN(S(=O)(=O)c2ccc3c(c2)OCO3)C1 (stereo unspecified) | 94.3 | -1.6&2.0 | 12.1 | 96.4 | 92.0 | 0.2 | -3.0 | 96.5
Cc1ccc(-c2nc(CSc3nc4ccccc4c(=O)n3CCO)cs2)cc1 | 101.1 | 2.2 | -6.7 | 101.7 | 92.9 | 12.3 | -2.4 | 88.7
COc1cccc(C(C(=O)NC2CCCCC2)N(CCN2CCOCC2)C(=O)C2COc3ccccc3O2)c1 (stereo unspecified) | 100.7 | -1.1 | 15.1 | 103.7 | 98.1 | 3.2 | -1.2 | 90.3

Reprinted from the part before: 4 entries, then new ones.
SMILES | RPL19A TOR yeast | GASC-1 inh | proCasp7 act | MEP2-GFP yeast | LAP4 TOR yeast | AHR activator | proCasp3 act | Yeast superoxide
COc1ccccc1N1CCN(S(=O)(=O)CCNC(=O)C2CCCCC2)CC1 | 97.7 | 0.0 | 9.0 | 100.4 | 97.2 | 2.0 | 1.3 | 103.9
O=C(NCc1cccs1)C1CCCN(S(=O)(=O)c2ccc3c(c2)OCO3)C1 (stereo unspecified) | 94.3 | -1.6&2.0 | 12.1 | 96.4 | 92.0 | 0.2 | -3.0 | 96.5
Cc1ccc(-c2nc(CSc3nc4ccccc4c(=O)n3CCO)cs2)cc1 | 101.1 | 2.2 | -6.7 | 101.7 | 92.9 | 12.3 | -2.4 | 88.7
COc1cccc(C(C(=O)NC2CCCCC2)N(CCN2CCOCC2)C(=O)C2COc3ccccc3O2)c1 (stereo unspecified) | 100.7 | -1.1 | 15.1 | 103.7 | 98.1 | 3.2 | -1.2 | 90.3
CC(=O)Oc1ccc2ccccc2c1C(NC(=O)Cc1ccccc1)c1ccccc1Cl (stereo unspecified) | 99.9 | -5.8 | 6.0 | 99.8 | 88.9 | 1.7 | 4.5 | 92.4
CCn1cc(CN2CCC(n3nccc3NC(=O)CCCc3ccccc3)CC2)c(C)n1 | 100.3 | 0.8 | 15.3 | 101.8 | 95.2 | 2.3 | 9.3 | 94.1
CCOC(=O)NC(=O)CSc1nnc(C)s1 | 106.4 | -1.5 | 4.0 | 90.5 | 93.8 | 0.8 | 5.0 | 88.7
CCOC(=O)N1CCN(Cc2c(F)cccc2Cl)CC1 | 100.3 | 10.7 | 0.9 | 107.1 | 103.3 | -3.4 | 15.0 | 120.2
COc1cc(C#Cc2c(-c3cncn3C)n(C)c3ccc(-c4ccc(CN5CCOCC5)cc4)cc23)cc(OC)c1 | 102.6 | · | 5.2 | 106.1 | 109.9 | 18.0 | 4.0 | 106.6
N#Cc1nc(Cc2ccccc2)oc1N1CCCC1 | 91.2 | 38.9 | 3.3 | 93.6 | 121.7 | 23.1 | 4.5 | 89.8
Cc1cccc(C)c1NC(=O)NCCCN1CCN(c2ccccc2)CC1 | 95.8 | -7.4 | 7.9 | 102.3 | 108.4 | 1.4 | -3.9 | 108.0
CC(C)c1cc(Br)ccc1OCCCN1C(=O)NC(C)(C)C1=O | 95.4 | -1.4 | 5.1 | 93.8 | 92.9 | 3.3 | -0.9 | 107.6
CCNc1nc2c(c(=O)n(C)c(=O)n2C)n1Cc1ccc(Cl)cc1 | 100.0 | -28.9 | 0.7 | 98.5 | 101.3 | -1.1 | 9.4 | 103.2
CCOC(=O)C(NCCCO)c1ccccc1 (stereo unspecified) | 104.2 | 9.0 | -4.0 | 106.0 | 96.0 | -2.8 | -4.8 | 73.8
Cc1ccc2nc(-c3ccc4c(c3)NC(=O)CO4)cn2c1 | 95.9 | -7.3 | 5.4 | 98.7 | 103.8 | -4.8 | -2.4 | 99.0
Cc1ccc(N2C(=O)c3sc4nnc(C)c(=O)n4c3C2=O)cc1 | 106.4 | -22.2 | 4.5 | 109.0 | 111.2 | 2.1 | -2.6 | 110.6
CC(=O)c1ccc(N2CCN(C(=O)CCCn3c(=O)[nH]c4ccc(Br)cc4c3=O)CC2)cc1 | 100.4 | -14.0 | -0.2 | 94.5 | 97.6 | 0.8 | -4.5 | 104.9
CCOc1ccc(-n2ccnc(SCC(=O)NCCc3ccccc3)c2=O)cc1 | 102.1 | 19.4 | 9.3 | 104.0 | 103.0 | -0.1 | 0.6 | 97.1
C1CCC(n2nnnc2CN2CCCC2)CC1 | 102.9 | -6.1 | -7.3 | 101.4 | 98.7 | -0.9 | 3.5 | 92.4
COc1ccccc1CC(=O)Nc1ccc2c(C)cc(=O)oc2c1 | 99.1 | 2.7 | -1.3 | 98.6 | 97.1 | -1.2 | 4.4 | 97.3
COc1ccc(Nc2oc(-c3ccc(OC)cc3)nc2C#N)cc1 | 99.5 | -15.0 | 1.4 | 102.8 | 102.8 | 15.1 | -5.3 | 100.0
CN(C)CCNC(=S)Nc1ccc(Cl)cc1 | 102.0 | -11.5 | -4.4 | 101.8 | 92.7 | 0.4 | 7.1 | 87.2
Cc1c(NC(=O)c2ccccc2NC(=O)c2ccccc2)cccc1C(=O)O | 91.3 | -12.1 | -1.8 | 91.7 | 97.0 | 1.0 | -0.8 | 120.2
O=C(CN1CCC(C(=O)c2ccc3c(c2)OCCO3)CC1)Nc1ccccc1C(F)(F)F | 98.7 | 1.9 | 0.2 | 100.3 | 96.5 | -1.6 | 0.2 | 113.8
COc1cccc(C2CC3(CC(C)(C)NC(=S)N3)Oc3cc(O)ccc32)c1 (stereo unspecified) | 103.2 | -3.9 | -1.4 | 97.1 | 93.0 | 1.1 | -5.9 | 93.4
O=C1CC(c2ccc3ccccc3c2)NN1 (stereo unspecified) | 103.4 | 2.7 | 3.4 | 99.2 | 107.1 | 5.7 | 0.5 | 106.5
Cc1cc(C)c2cc(C(=O)Nc3ccc4c(c3)OCO4)[nH]c2c1 | 89.8 | -13.6 | -9.4 | 96.5 | 104.3 | 10.5 | -11.0 | 105.2
COC(=O)C1=C(C)NC2=C(C(=O)c3ccccc32)C1c1ccc(-c2ccc(C(=O)O)cc2)o1 (stereo unspecified) | 96.9 | -14.3 | -7.8 | 105.8 | 97.9 | 12.1 | -14.9 | 113.4
Cc1cccc(C)c1NC(=O)CSc1nnc([C@H](C)NC(=O)OC(C)(C)C)o1 | 102.0 | -1.8 | -10.3 | 111.1 | 103.5 | -0.5 | -5.9 | 99.8
Cc1ccc(C(=O)Nc2ccccc2[N+](=O)[O-])cc1S(=O)(=O)N1CCOCC1 | 100.6 | 7.5 | 4.2 | 98.8 | 92.1 | 1.9 | 0.5 | 125.6
CCOC(=O)c1cc(=O)c2ccc(OCc3ccccc3)cc2o1 | 99.7 | 0.9 | 4.1 | 101.3 | 101.0 | 0.5 | -2.0 | 109.0
CCC(C)NC(=O)CC(C)C (stereo unspecified) | 101.8 | -7.4 | 4.8 | 100.5 | 102.3 | 0.1 | -3.5 | 95.8
CCc1ccccc1NC(=O)c1cc([N+](=O)[O-])ccc1N1CCOCC1 | 68.5 | -19.9 | 8.4 | 93.2 | 77.3 | 6.3 | -2.9 | 96.8
Cc1c(Cl)cccc1NC(=O)CCC(=O)N/N=C/c1ccco1 | 115.2 | -2.0 | · | 102.5 | 77.4 | · | · | 90.9
Cc1cc(Cl)ccc1OCCCC(=O)OCC(=O)c1c(N)n(C)c(=O)n(C)c1=O | 94.6 | 6.8 | -8.0 | 102.5 | 116.1 | 1.6 | -1.4 | 105.6
COc1ccc(NC(=O)C2CCC(CNS(=O)(=O)c3cccs3)CC2)cc1OC (stereo unspecified) | 104.2 | 32.0 | -6.9 | 103.1 | 110.3 | 2.5 | -0.1 | 98.0
COc1ccc(NC(=O)CSc2nc(=O)n(CCN3CCOCC3)c3c2CCC3)c(OC)c1 | 102.7 | -0.1 | 9.2 | 106.5 | 98.1 | 2.7 | -13.2 | 113.6
COc1ccc(/C=C(\C)c2nc(C)c(-c3ccccc3)c(=O)[nH]2)cc1 | 98.2 | -0.6 | 2.2 | 93.8 | 108.2 | -0.3 | -0.6 | 85.2
